Pf Dd2 growth = qHTS Primary assay for Inhibitors of Plasmodium falciparum Dd2 growth in vitro. P. falciparum Dd2 growth, SYBR Green, 72 h. Potency, µM (series often up to 28.9 µM), for inactives: at the top dose activity, negative = inhibition, hits mostly inhibitors. 4.3% of 120,000 active; active means well fitted inhibition curve with a large enough effect; inconclusive means small, poorly fitted or top-dose-only effect; inactive means no such curve, though single readings can be large or run the other way;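 further: plate controls were DMSO vehicle for no effect and reference drug for full effect; nearly all actives have a fitted effect of over 65% in size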
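Infected erythrocytes (Dd2, 0.3% parasitemia, 2.5% hematocrit final) are added to compound in RPMI-1640/Albumax II medium, grown 72 h at 37C in low oxygen, then lysed with saponin/Triton-X containing SYBR Green and read by fluorescence.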
Active calls of the source: *; i = inactive; ? = inconclusive; & = joins results of further samples; [ ] = dose if it differs, or a comment. Potency means the concentration at half of the fitted maximal effect.

SMILES	Pf Dd2 growth
O=C(NC1CC(=O)N(c2ccc(Cl)cc2)C1)c1ccc(S(=O)(=O)N2CCOCC2)cc1 (stereo not given)	i
COc1cccc(CNC(=O)COc2ccc(NC(=O)C3CC3)cn2)c1	52.0%[activator]
Cc1noc2c(N3CCN(Cc4ccccc4)CC3)cc(-c3cccnc3)nc12	?
Cc1nn(C)c(C(=O)N[C@H]2CCOC[C@H]2C2CCOCC2)c1Cl	-10.7%
CCOC(=O)c1c(C)oc2nc(C)nc(NCC3CCN(Cc4ccc(F)cc4)CC3)c12	?
CN(C)c1ccc(CN2CCNc3cc(-c4ccccc4)ncc3C2)cc1	?
Cc1nc2nc(C)c(CCC(=O)NCc3cccc(Cl)c3)c(C)n2n1	44.7%[activator]
O=C(C1CC1)N1CCC(c2nnc3n2C(C(=O)N2CCOCC2)CC3)CC1 (stereo not given)	-11.6%
Cc1cnc(C(=O)NC2C[C@H]3CC[C@@H](C2)N3C(=O)c2nn(C)c3ccccc23)cn1 (stereo not given in full)	i
O=C(NCc1cccnc1)[C@@H]1C[C@@H](O)CN1C1CCN(C(=O)c2cccs2)CC1	15.6%
COc1ccc(-c2ccnc3nc(-c4cccs4)nn23)cc1OC	?
O=c1oc2c(CN3CCOCC3)c(O)ccc2cc1-c1ccc(Cl)cc1	7.08µM*
CCOC(=O)c1c(C)[nH]c(C)c1S(=O)(=O)N1CCC(C(=O)Nc2ccc(OCC)cc2)CC1	17.6%
COC(=O)CNC(=O)N1CC2CC(C1)[C@H]1CCCC(=O)N1C2 (stereo not given in full)	-4.7%
O=C(CC1COCCN1C(=O)CCn1ccccc1=O)N1CCCCCC1 (stereo not given)	-5.3%
Cc1ccc(C(=O)N2CCC(OC3CCN(C)CC3)CC2)s1	-24.3%
COC[C@@H]1CN(Cc2cccc(C#N)c2)C[C@H]1C(=O)N(C)C	?
CCc1cccc(NC(=O)Cn2c(=O)n(Cc3ccccc3)c(=O)c3c(C)c(C(=O)N(C)C)sc32)c1	?
Cc1cccc(C(=O)N2CCC(Oc3ccc(-c4noc(C(C)C)n4)cc3)C2)c1 (stereo not given)	27.3%[5.79 µM]
COc1ccc(NC(=O)Cn2c(=O)oc3cc(S(=O)(=O)N4CCC(C)CC4)ccc32)c(OC)c1	-15.0%
C[S+](=O)([O-])c1ccc(-c2cnc3[nH]cc(CC(=O)N4CCOCC4)c3c2)cc1	i
CC1(c2ccccc2)CC(C)(C)N(C(=O)c2ccccc2Cl)c2ccccc21 (stereo not given)	?
COc1ccc(C(=O)N2C[C@@H]3OCC(=O)N(Cc4cccnc4)[C@@H]3C2)cc1	10.3%[44.1 µM]
COCCNC(=O)[C@@H]1C[C@@H](O)CN1C1CCN(C(=O)CCc2c[nH]c3ccccc23)CC1	-12.6%
CCN1CCN(c2oc(-c3ccc(COc4ccc(C)cc4)o3)nc2C#N)CC1	?
COc1ccccc1N1CCN(C(=O)CCS(=O)(=O)c2cc(Br)cc3c2N(C(C)=O)CC3)CC1	i
Cc1ccccc1NC(=O)Cn1c(=O)n(CCCCCC(=O)NCc2ccc3c(c2)OCO3)c(=O)c2sccc21	i
CCNC(=O)N[C@H]1C[C@@H](Cc2cc(COc3ccccc3)on2)C1(C)C	?
O=C(C[C@@H]1CCNC[C@@H]1Cc1cc(CSc2ccccc2)on1)N1CCN(c2ccccc2)CC1	?
Cc1nc2cccnc2n1CC1CCCN(S(=O)(=O)c2ccc(F)cc2F)C1 (stereo not given)	i
Cc1cc(C)c(S(=O)(=O)c2nnn3c2nc(NC2CCCC2)c2ccccc23)c(C)c1	11.2µM*
COc1ccc(C(=O)Nc2nnc(S(=O)(=O)N(C)c3ccc(C)cc3)s2)cc1	14.6%
COC(=O)c1ccccc1NC(=O)c1ccc(COc2cc(C)cc(C)c2)o1	12.8%
COCC(=O)N(C1CCOCC1)C1CCN(S(=O)(=O)c2c(C)nn(C)c2C)CC1	-9.5%
CCCN1C(CC(C)C)=NS(=O)(=O)c2cc(NC(=O)c3ccccc3Cl)ccc21	?
CC(C)OC(=O)N1CCC(Oc2ccc3c(cnn3CCC(=O)O)c2)CC1	-8.5%[44.1 µM]
CSc1ccc(CCNC(=O)c2cc3n(n2)CCCN(Cc2ccc(C)cc2)C3=O)cc1	-12.0%
CN(Cc1nccn1C)C(=O)c1csc2nc(-c3ccc(C(F)(F)F)cc3)cn12	?
CCN(CC)CCNC(=O)C1CCN(C(=O)c2cnn(-c3ccccc3)c2-n2cccc2)CC1	2.0%
O=C(NCc1nnc2cc(-c3nc(C4CC4)no3)ccn12)C1CCCCC1	i
CC(=O)NCC(=O)N1C[C@@H](COc2cccnc2)[C@H](c2ccccn2)C1	21.0%
COCCN(Cc1c(C)nn(C)c1C)C(=O)[C@H]1CC[C@@H](N)C1	9.5%
CC1=C[C@@H](CN2CCC(CO)CC2)[C@H](C(C)C)C[C@H]1Cc1nnc(-c2ccc([N+](=O)[O-])cc2)o1	3.55µM*
O=C(COc1ccccc1)NC1CCCc2c1[nH]c1ccc(F)cc21 (stereo not given)	?
c1ccc(-c2nc(NCc3cc4n(n3)CCCNC4)c3ccccc3n2)cc1	7.94µM*
Cc1ccc(NC(=O)N2CCCC(Cn3cnc4cccnc43)C2)cc1Cl (stereo not given)	i
COc1ccc(-n2c(CCN)n[nH]c2=O)c(C)c1	4.1%
CCc1ccccc1N1CC(c2nc3ccccc3n2CCCCOc2ccccc2OC)CC1=O (stereo not given)	-10.7%
O=C(c1cccnc1)N1CCC2(CC1)NCCc1c2[nH]c2ccccc12	-13.1%
CCN(CC)CCNC(=O)c1ccc2c(c1)NC(=O)C(CS(=O)(=O)Cc1cccc(Br)c1)N2 (stereo not given)	-13.4%

Entries from the list above with a thiophene ring, fused or not:
SMILES	Pf Dd2 growth
O=C(NCc1cccnc1)[C@@H]1C[C@@H](O)CN1C1CCN(C(=O)c2cccs2)CC1	15.6%
COc1ccc(-c2ccnc3nc(-c4cccs4)nn23)cc1OC	?
Cc1ccc(C(=O)N2CCC(OC3CCN(C)CC3)CC2)s1	-24.3%
CCc1cccc(NC(=O)Cn2c(=O)n(Cc3ccccc3)c(=O)c3c(C)c(C(=O)N(C)C)sc32)c1	?
Cc1ccccc1NC(=O)Cn1c(=O)n(CCCCCC(=O)NCc2ccc3c(c2)OCO3)c(=O)c2sccc21	i

Continuation.
SMILES	Pf Dd2 growth
CC(C(=O)NC1CCCC1)[C@@H]1CC[C@@]2(C)CC[C@H](N[S+](C)(=O)[O-])[C@@H](C)[C@@H]2[C@H]1O (stereo not given in full)	-14.1%[44.1 µM]
COc1ccc(-n2nc(C3CCN(Cc4cccc5ccccc45)CC3)[nH]c2=O)cc1	i
O=S(=O)(NCC1(COc2ccccc2)C[C@@H](O)[C@@H](O)C1)c1ccc(F)cc1 (stereo not given in full)	i
CCN1CCN(c2cc(C)c3cc(NC(=O)c4cc(OC)c(OC)c(OC)c4)ccc3n2)CC1	?
Cc1ccc(-c2nc3c4ccccc4n(CC(=O)N4CCN(c5ccc(F)cc5)CC4)c(=O)n3n2)cc1	i
Cc1[nH]ncc1CNC(=O)CN1CCCc2nc(-c3ccccc3)ncc2C1=O	i
Cc1cn2nc(C(=O)Nc3cccc(F)c3)cc2c(N(C)Cc2ccccc2)n1	?
O=C1CN(C(=O)c2ccc(S(=O)(=O)N3CCCC3)cc2)C(c2ccccc2)c2cc(Cl)ccc2N1 (stereo not given)	?
Cc1ccccc1CNC(=O)Cn1c(=O)c2cccn2c2cccnc21	0.8%
CCCn1ccc2sc(C)c(C(=O)NCc3ccc(C)cc3)c2c1=O	i
Cc1ccc(NC(=O)c2oc3ccc(S(=O)(=O)N4CCCCC4)cc3c2C)cc1Cl	?
Cc1ccc2nc(CO[C@H]3CN(Cc4ccccc4)C[C@H]3F)[nH]c2c1	?
CC1(C(=O)Nc2cccc(Cl)c2)CCCCC(=O)N1 (stereo not given)	-14.4%
COc1ccc(/C=C/C(=O)Nc2ccc3nc(N4CCC(C)CC4)cc(C)c3c2)cc1OC	?
O=C(c1n[nH]c2c1CCCC2)N1CCC2(CC1)N=C(c1ccccc1)NO2	?
CC(C)C(=O)N1CCN(c2nc3c(s2)CC(C(=O)NCCc2cccs2)CC3)CC1 (stereo not given)	-15.6%
Cc1cccc(Nc2nnc(-c3ccc(C)c(S(=O)(=O)N4CCCCC4)c3)c3ccccc23)c1	35.8%[activator]
O=C(CS(=O)(=O)c1cccc2nsnc12)Nc1cc(F)ccc1F	3.5%
CN1CCN(C(=O)Cc2cccn2-c2ccc(F)cc2)CC1	-27.8%
Fc1ccccc1-c1nnc([C@H]2CCN(Cc3cccc(OC(F)(F)F)c3)C2)o1	?
CCOc1ccccc1CNC(=O)c1c(C)sc2ccn(CC(C)C)c(=O)c12	-0.5%
Cc1cnc(C(=O)NCC2CCCCC(=O)N2)cn1 (stereo not given)	4.6%
CCCNC(=O)[C@H]1CCC[C@H]1NC(=O)c1ccncc1	12.9%
Cc1nc2c(c(-c3ccc(O)cc3)n1)CN(C(=O)Cc1ccccn1)CCC2	-2.6%
Cc1cn2nc(C(=O)N3CCC(NC(=O)c4ccoc4)CC3)cc2c(=O)[nH]1	-3.7%
COc1cccc(CN2Cc3cc(NC(=O)c4cc(OC)cc(OC)c4)ccc3OCC2=O)c1	4.47µM*
COc1ccc2c(c1)c1c(c(=O)n(Cc3ccccc3)c(=O)n1CC(=O)Nc1cc(C)cc(C)c1)n2C	-6.9%
Cc1nc2c(c(-c3ccc(O)cc3)n1)CN(CC1CC1)CCC2	?
N#Cc1cccc(CN[C@@H]2CO[C@H](CNC(=O)c3cccs3)[C@H]2O)c1	-24.0%[44.1 µM]
CC(C)(C)C1CCC2(CC1)NC(=O)N(CC(=O)N1CCCCC1)C2=O (stereo not given)	-10.4%
COc1cccc(C2CCCCN2Cc2nc(CCc3ccccc3)no2)c1 (stereo not given)	?
COc1ccc(-c2[nH]ncc2CNC(=O)[C@H]2CCC[C@@H](O)C2)cc1	-4.0%
CC1=C[C@@H](CNC(=O)c2cnccn2)[C@H](C(C)C)C[C@H]1Cc1nc2ccc(F)cc2[nH]1	?
O=C(O)COc1ccc(-c2nccc3c2C(=O)N(Cc2cccc(C(F)(F)F)c2)CC(CNC(=O)C2CCOCC2)O3)cc1 (stereo not given)	?
COCc1nc2nc(-c3ccccc3)c(-c3ccc(OC)nc3)cc2n1C	-13.9%[44.1 µM]
O=C(CCc1ccccc1)N(Cc1cccnc1)c1nc2c(F)cccc2s1	i
COc1ccc(OC)c(NC(=O)Cn2c(-c3cccc(Cl)c3)nc(C)c(CCO)c2=O)c1	-13.0%
CC1=C[C@@H](CN2CCC(O)CC2)[C@H](C(C)C)C[C@H]1Cc1nnc(-c2ccccc2F)o1	8.91µM*
CN(Cc1ccccc1)C(=O)[C@@H]1CN(S(C)(=O)=O)C[C@H]1c1ccncc1	-10.1%
CO[C@H]1C(=O)N(C2CCN(C(=O)c3cnc(C)cn3)CC2)[C@H]1c1ccncc1	1.1%
COc1cccc(CN2CC(C(=O)NCc3n[nH]c(=O)[nH]3)CCC2=O)c1 (stereo not given)	-11.4%
CCc1nc(-c2c3n(c(=O)n(CC(=O)Nc4ccccc4OC)c2=O)CCCC3)no1	-5.0%
CN(C)c1ccc(C(=O)NCc2ccc3c(c2)CCN3C(=O)c2ccccc2)cc1	?
CC(C)Oc1ccc(CNC(=O)c2noc(-c3ccccc3F)n2)cc1	-10.2%
COc1ccc(CCNC(=O)CN2C(=O)NC3(CCC(C)CC3)C2=O)cc1OC (stereo not given)	i
CN(C)C(=O)c1ccc2c(c1)N(C)C(CC(=O)NC1(CO)CCCCC1)CO2 (stereo not given)	-4.2%
Cc1ccc(CN2CCCCCNC(=O)CC2c2ccccc2)o1 (stereo not given)	-3.8%
O=S(=O)(NC[C@H]1C[C@@H]2CCN1C[C@@H]2CN1CCN(c2ccccn2)CC1)c1ccccc1	-2.9%
O=C(c1n[nH]c2ccccc12)N1CCC2(CC1)N(c1ccccc1)C(=O)CS2=O (stereo not given)	-23.6%
CCOc1ccccc1CNC(=O)c1cc2oc3ccccc3c2n1CC	i

Reformatted: two of the compounds above
N#Cc1cccc(CN[C@@H]2CO[C@H](CNC(=O)c3cccs3)[C@H]2O)c1
  Pf Dd2 growth: -24.0%[44.1 µM]

CC(C)(C)C1CCC2(CC1)NC(=O)N(CC(=O)N1CCCCC1)C2=O (stereo not given)
  Pf Dd2 growth: -10.4%

The list goes on.
SMILES	Pf Dd2 growth
COCCNC(=O)C1COC2(CCN(C(=O)c3ccc(F)cc3)CC2)N1C(=O)c1cccc(C)c1 (stereo not given)	-22.0%
COc1cccc(CNC(=O)c2ccc3c(c2)nc2n3CCC(C)C2)c1 (stereo not given)	-25.1%
O=C(O)C1CCc2nnc(C3CCN(C(=O)c4ccc5c(c4)OC(F)(F)O5)C3)n21 (stereo not given)	23.0%&12.1%
Cc1ccc(CNC(=O)CSCc2ccc(F)cc2)cc1	11.1%
COc1ccc(-c2ccnc3nc(C4CC4)nn23)cc1	-1.1%
O=C(c1n[nH]c(=O)c2ccccc12)N1CCC[C@H](n2c(=O)n(CC3CC3)c3cccnc32)C1	-0.3%

An excerpt; count on the stated rates, not on these rows.
